Screening results deposited in PubChem BioAssay by several laboratories.
PriA SSB inh = inhibitors of Klebsiella pneumoniae PriA binding to SSB C-terminal tail, primary screen, biochemical, AlphaScreen | inhibition, % at 33 µM | 0.6% of 430,000 active | AlphaScreen SSBct-PriA binding, biotinylated peptide | PriA–SSB C-terminal tail interaction (Klebsiella pneumoniae); in the data active = inhibition mostly above about 37%, no sharp cut-off; inactive = mostly below about 20%;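 note: plate controls were negative control peptide for no effect and reference peptide for full effect; strong numbers were not always called active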
MazF activator = activators of E. coli MazEF toxin-antitoxin RNase, primary screen, biochemical, fluorescence, uHTS; activation, % at 20 µM; 0.32% of 350,000 active; AID 504720, 2011; FAM/BHQ RNA-DNA oligo cleavage fluorescence, 5 h; Endoribonuclease toxin MazF (Escherichia coli (strain K12)), P0AE70; in the data active = activation above about 50%
Target sequence (P0AE70 whole entry, looked up): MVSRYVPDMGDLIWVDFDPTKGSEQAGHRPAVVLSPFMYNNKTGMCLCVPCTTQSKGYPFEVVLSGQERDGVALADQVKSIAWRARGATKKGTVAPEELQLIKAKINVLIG
Rv3671c inh = Rv3671c serine protease inhibitors, primary screen, biochemical, fluorescence polarization, M. tuberculosis H37Rv. P9WHR9. inhibition, % at 5.96 µM. 0.048% of 320,000 active. AID 2606, 2010; in the data active = inhibition above about 38%;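 note: extracellular domain of Rv3671c used as enzyme; 0% = enzyme with DMSO and 100% = no enzyme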
UGM FP inh = M. tuberculosis UGM enzyme inhibitors, primary screen, biochemical, fluorescence polarization, single point | UDP-galactopyranose mutase (Mycobacterium tuberculosis (strain ATCC 25618 / H37Rv)), … | 0.06% of 320,000 active | inhibition, % at 10 µM | purified UGM, fluorescence polarization probe displacement | AID 504406, 2011; in the data active = inhibition above about 10%, passing the limit was not always enough
Target sequence (P9WIQ1 whole entry, looked up): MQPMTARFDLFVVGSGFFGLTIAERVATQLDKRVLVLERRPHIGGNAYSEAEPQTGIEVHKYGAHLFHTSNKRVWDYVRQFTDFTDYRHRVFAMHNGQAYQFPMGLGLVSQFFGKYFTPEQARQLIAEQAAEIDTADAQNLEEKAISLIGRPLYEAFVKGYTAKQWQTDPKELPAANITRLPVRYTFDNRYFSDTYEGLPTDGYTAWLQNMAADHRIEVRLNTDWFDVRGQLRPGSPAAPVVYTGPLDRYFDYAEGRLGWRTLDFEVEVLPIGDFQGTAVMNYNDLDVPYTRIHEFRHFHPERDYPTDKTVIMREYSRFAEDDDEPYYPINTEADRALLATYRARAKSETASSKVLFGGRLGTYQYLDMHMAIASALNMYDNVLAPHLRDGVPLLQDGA
VHR inh abs = VHR1 phosphatase inhibitors, primary screen, biochemical, absorbance, uHTS. Dual specificity protein phosphatase 3 (Homo sapiens), P51452. recombinant VHR phosphatase, pNPP absorbance. inhibition, % at 13.3 µM. 0.52% of 290,000 active; in the data active = inhibition above about 50%; note: some compounds called inactive have numbers as strong as hits
Target sequence (P51452 whole entry, looked up): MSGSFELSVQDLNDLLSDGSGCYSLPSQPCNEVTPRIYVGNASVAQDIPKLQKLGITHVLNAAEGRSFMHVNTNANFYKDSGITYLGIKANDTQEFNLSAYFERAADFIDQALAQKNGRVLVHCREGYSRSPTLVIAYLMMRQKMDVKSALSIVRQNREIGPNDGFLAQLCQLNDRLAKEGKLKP
Vc quorum ag = inducers of Vibrio cholerae quorum light production without autoinducers, primary screen, BH1578 luxS cqsA deficient, single point. 0.16% of 350,000 active. activation, % at 18.7 µM. V. cholerae BH1578 lux reporter, luminescence, 6 h; in the data active = activation mostly above about 9.7%, no sharp cut-off; note: not every result past the cut was called active; inactives centre near 0; reference of the scale not given here
Mtb BioA inh = M. tuberculosis BioA enzyme inhibitors, primary screen, biochemical, plate reader, single point, HTS. purified M. tuberculosis BioA enzyme. 0.096% of 360,000 active. inhibition, % at 9.99 µM. AID 602481, 2012. 7,8-diaminopelargonic acid synthase BioA (Mycobacterium tuberculosis); in the data active = inhibition above about 40%
Mtb FBA inh = Mtb FBA enzyme inhibitors, primary screen, biochemical, fluorescence, strain H37Rv | Fructose-bisphosphate aldolase (Mycobacterium tuberculosis (strain ATCC 25618 / H37Rv)), … | purified M. tuberculosis FBA, fluorescence read-out | inhibition, % at 1 µM | 2.3% of 360,000 active | AID 588726, 2011; in the data active = inhibition above about 27%;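 note: 0% = vehicle and 100% = reference inhibitor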
Target sequence (P9WQA3 whole entry, looked up): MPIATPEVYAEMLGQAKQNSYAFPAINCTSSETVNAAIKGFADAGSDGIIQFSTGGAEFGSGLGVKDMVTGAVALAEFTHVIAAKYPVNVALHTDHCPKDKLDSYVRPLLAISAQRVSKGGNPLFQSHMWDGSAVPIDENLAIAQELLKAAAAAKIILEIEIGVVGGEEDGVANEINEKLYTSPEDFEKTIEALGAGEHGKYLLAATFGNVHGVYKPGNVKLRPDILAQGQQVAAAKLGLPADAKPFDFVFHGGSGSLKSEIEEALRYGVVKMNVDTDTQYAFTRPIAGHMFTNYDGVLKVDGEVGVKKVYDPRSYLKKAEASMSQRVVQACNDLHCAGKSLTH
SARS 3CLpro inh = SARS-CoV 3CLpro protease inhibitors, primary screen, biochemical, quenched FRET; 0.14% of 290,000 active; inhibition, % at 6 µM; AID 1706, 2009; recombinant SARS-CoV 3CLpro, quenched FRET peptide cleavage; Replicase polyprotein 1ab (Severe acute respiratory syndrome coronavirus), P0C6X7; in the data active = inhibition above about 12%
GDH-TPI counter = GDH-TPI coupling enzyme inhibitors, primary screen, artefact control for M. tuberculosis FBA inhibitor project, biochemical, absorbance, full deck; GDH-TPI coupled enzyme counterscreen, NADH absorbance; AID 588335, 2011; inhibition, % at 4.8 µM; 1.2% of 360,000 active; in the data active = inhibition above about 30%;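 note: 0% = DMSO wells and 100% = wells lacking the enzyme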
Starred values were filed as active, the others as inactive; i = inactive; · = not tested or not shown; + = active, no number; & = joins results of further samples.

SMILES	PriA SSB inh	MazF activator	Rv3671c inh	UGM FP inh	VHR inh abs	Vc quorum ag	Mtb BioA inh	Mtb FBA inh	SARS 3CLpro inh	GDH-TPI counter
CC1(C)C(=O)N(CCN2CCC(C(=O)c3ccc(F)cc3)CC2)c2ccccc21	-7	1	4	3.9	·	-0.3	0.6	1	·	10
COc1ccccc1/C=C/C(=O)OCC(=O)NCCC1=CCCCC1	0	3	2	1.0	-3	2.2	-4.4	3	5	5
O=C(COC(=O)C1CCC1)NCc1ccc(F)cc1	-9	6	-4	-0.2	·	-0.5	-0.8	1	·	-2
Cc1cc(C)cc(-n2c(SC(C)C(=O)NCc3ccc4c(c3)OCO4)nc3ccccc3c2=O)c1 (configuration not stated)	11	0	-12	2.4	-14	-0.3	·	-1	8	8
COc1ccc(-c2cc(C(=O)Nc3nc4ccccc4s3)c3ccccc3n2)cc1OC	-17	-8	-114	-0.1	4	-0.3	·	5	1	6
CCN(CC)CCCNc1cc(C)c(C#N)c2nc3ccccc3n12	·	2	·	·	·	i	-0.4	116*	·	14
CCN(C(=O)c1cc2cc3ccc(C)cc3nc2o1)c1ccc(OC)cc1	-6	1	-4	1.7	3	0.1	-1.2	-4	3	19
O=C(CCc1nnc(CCCc2ccccc2)o1)NCC(F)(F)F	-12	1	5	-1.7	-10	-0.3	·	4	2	6
O=C(CSCc1ccc(F)cc1)Nc1ccc(F)cc1	-25	0	-2	3.9	9	-0.8	0.3	-5	-2	1
COc1ccccc1S(=O)(=O)N(C)C[C@@H]1OCc2cn(nn2)CCCC(=O)N([C@H](C)CO)C[C@H]1C	·	3	·	·	·	-0.6	-1.3&0.2	0	·	5
CCN1C(=O)c2cccc3c(S(=O)(=O)NC(Cc4c[nH]c5ccccc45)C(=O)O)ccc1c23 (configuration not stated)	-8	2	1	-2.6	2	i	-2.3	8	4	-4
COc1cccc(C(C)NC(=S)NCc2ccc(F)cc2)c1 (configuration not stated)	-27	2	2	1.4	-3	i	-4.9	4	2	9
Cn1c(=O)[nH]c(=O)c2c1nc(SCCO)n2Cc1ccccc1Cl	-5	-18	-4	0.6	4	-0.8	1.3	3	-1	10
O=C(O)C(c1ccccc1)N1C(=O)c2cccc3cccc(c23)C1=O (configuration not stated)	-7	4	6	5.3	-18	2.0	-4.4	2	6	20
O=C1CN(C(=O)COC(=O)CCNS(=O)(=O)c2ccc(Cl)cc2)c2ccccc2N1	5	-1	7	1.2	-15	-0.4	-0.7	4	3	0
COc1cccc(/C=C2\SC(=O)NC2=O)c1OCc1ccc(C(=O)O)cc1	-2	3	-9	3.1	11	0.0	·	1	2	19
CCOC(=O)COn1c(=O)c(-c2ccc(OC)c(OC)c2)[n+]([O-])c2ccccc21	·	·	6	0.5	27	·	·	·	4	·
O=C(NCCCn1ccnc1)c1ccc(-c2cccc(C(F)(F)F)c2)o1	19	12	-3	0.1	·	-0.3	2.5	5	·	10
CCS(=O)(=O)c1ccc2oc(Nc3ccc(C(C)(C)C)cc3)nc2c1	-14	0	-12	0.4	2	3.3	-0.2	-1	6	-9
CC(=O)n1c(C=Nc2ccc(Cl)cc2)c(O)c2ccccc21	-5	+	6	1.6	14	0.5	0.1	19	7	22
Cc1cc(NC2C3CC4CC(C3)CC2C4)n2ncnc2n1 (configuration not stated)	-2	-3	-8	-0.8	19	0.3	-5.4	7	3	2
COCCCNCCCOc1ccc(C(C)(C)c2ccccc2)cc1	-6	12	6	-2.6	3	i	1.0	2	-7	7
O=C1Nc2ccc(Br)cc2C1(O)c1ccccc1 (configuration not stated)	-1	0	-2	0.6	10	-0.5	-0.6	2	-3	2
Cc1ccccc1OCC(=O)OCC(=O)NCc1ccco1	4	2	4	0.6	·	i	-0.4	0	·	3
COc1ccc(SCCN2CCN(CC(C)C)CCC2=O)cc1	-1	-6	3	0.2	22	i	1.7	5	·	7
CCC(C)(C)C1CCC2(CC1)NC(=O)N(CC(=O)N(C)CC(=O)Nc1ccccc1C(F)(F)F)C2=O (configuration not stated)	-14	-2	1	2.4	-20	-0.4	-2.3	7	2	3
O=C(c1ccc([N+](=O)[O-])o1)N(Cc1nnc(-c2ccccc2Cl)o1)C1CC1	9	-5	-7	1.5	·	-0.3	1.9	-4	·	3
CCOc1ccc(NC(=O)CN(C)C(=O)c2cc3c(s2)CCCCC3)cc1OCC	-12	2	1	-2.9	·	i	·	4	·	3
O=C(N/N=C/C1CCCCC1)c1ccccc1-n1cccc1	·	-4	-5	·	·	1.7	0.2	2	·	1
Cc1cccc(CNS(=O)(=O)c2csc(C(N)=O)c2)c1	-7	-7	-10	1.5	4	-0.4	1.2	-2	-2	-3

Some of the entries above, reformatted:
CC(=O)n1c(C=Nc2ccc(Cl)cc2)c(O)c2ccccc21
  PriA SSB inh: -5
  MazF activator: +
  Rv3671c inh: 6
  UGM FP inh: 1.6
  VHR inh abs: 14
  Vc quorum ag: 0.5
  Mtb BioA inh: 0.1
  Mtb FBA inh: 19
  SARS 3CLpro inh: 7
  GDH-TPI counter: 22
Cc1cc(NC2C3CC4CC(C3)CC2C4)n2ncnc2n1 (configuration not stated)
  PriA SSB inh: -2
  MazF activator: -3
  Rv3671c inh: -8
  UGM FP inh: -0.8
  VHR inh abs: 19
  Vc quorum ag: 0.3
  Mtb BioA inh: -5.4
  Mtb FBA inh: 7
  SARS 3CLpro inh: 3
  GDH-TPI counter: 2
COCCCNCCCOc1ccc(C(C)(C)c2ccccc2)cc1
  PriA SSB inh: -6
  MazF activator: 12
  Rv3671c inh: 6
  UGM FP inh: -2.6
  VHR inh abs: 3
  Vc quorum ag: i
  Mtb BioA inh: 1.0
  Mtb FBA inh: 2
  SARS 3CLpro inh: -7
  GDH-TPI counter: 7

Next results.
SMILES	PriA SSB inh	MazF activator	Rv3671c inh	UGM FP inh	VHR inh abs	Vc quorum ag	Mtb BioA inh	Mtb FBA inh	SARS 3CLpro inh	GDH-TPI counter
COc1ccc(CCNC(=O)C2CCCN(Cc3nc(-c4cccc(Cl)c4)oc3C)C2)cc1OC (configuration not stated)	-11	-2	-2	1.2	17	-0.3	-0.8	-1	-2	14
Cc1ccccc1CN1C[C@@H]2C[C@@H](c3ccc4nsnc4c3)N3CCC[C@@]23C1=O	7	-5	-9	-2.7	18	-2.3	·	0	-3	4
NC(=O)c1cc(N)ccc1N1CCCC1	11	-3	-6	3.5	-1	1.2	-2.8	-1	0	14
COc1ccccc1NC(=O)c1nn(-c2ccccc2)ccc1=O	-1	8	3	-0.1	9	-7.1	-0.5	-2	5	25
COC(=O)CSc1snnc1-c1ccc(Cl)cc1Cl	-33	-5	-2	-0.2	10	i	1.0	3	3	0
Cc1cc(=O)nc2c3ccccc3n(C(C)C(=O)NCCN3CCOCC3)n12 (configuration not stated)	2	13	3	1.6	14	-0.3	-0.4	4	-3	4
CCCc1cc(=O)[nH]c(SCC(=O)N2CCN(S(=O)(=O)c3ccc(C)cc3)C2)n1	-2	11	-5	0.1	34	·	1.0	6	-3	-16
COC(=O)c1sc2ccccc2c1N	-14	2	1	·	15	-0.1	-0.1	79*	2	1
Cc1cc(CNC(=O)COc2ccc(F)cc2Cl)cc(C)c1O	-1	2	-15	1.2	-18	-0.1	0.6	1	3	10
CCCCN1CC(COC)Oc2cccc(F)c2S1(=O)=O (configuration not stated)	-8	4	·	·	·	i	2.2	2	·	5
COc1ccc(S(=O)(=O)N2CC(=O)Nc3ccccc32)cc1F	-4	10	-4	1.0	-1	i	-0.2	0	-3	-2
COC(=O)c1ccc(CSc2ncnc3ccccc23)o1	-27	-1	-4	4.0	11	-0.2	-0.2	-1	-3	5
CCCCNC(=O)CN1CCC2(O)CCCCC2C1c1ccccc1OC (configuration not stated)	-1	1	2	-0.3	9	i	-1.9	1	-6	-6
Cc1noc(C)c1C(=O)Nc1nc2ccc(F)cc2s1	-8	3	-9	3.1	·	-0.4	-1.9	4	·	7
CCCCOc1ccc(Cc2c(COCC)[nH]c(=S)[nH]c2=O)cc1	-18	11	-8	-1.1	6	-0.2	-1.5	-1	6	-3
N#Cc1ccsc1NC(=O)CCN1C(=O)C2CCCCC2C1=O (configuration not stated)	-5	5	3	1.9	·	-8.4	·	18	·	6
CSc1ccc(C2C(C#N)=C(N)N(c3ccccc3)C3=C2C(=O)CCC3)cc1 (configuration not stated)	0	3	7	-0.3	1	i	4.6	3	1	4
CCN1CCN(C(=O)Cn2nc(C)n3c(cc4c(OC)cccc43)c2=O)CC1	-6	11	-2	1.4	8	-0.2	-2.1	195*	-4	14

17 structures already listed, ordered by length of the SMILES, falling.
SMILES	PriA SSB inh	MazF activator	Rv3671c inh	UGM FP inh	VHR inh abs	Vc quorum ag	Mtb BioA inh	Mtb FBA inh	SARS 3CLpro inh	GDH-TPI counter
COc1ccccc1S(=O)(=O)N(C)C[C@@H]1OCc2cn(nn2)CCCC(=O)N([C@H](C)CO)C[C@H]1C	·	3	·	·	·	-0.6	-1.3&0.2	0	·	5
CCC(C)(C)C1CCC2(CC1)NC(=O)N(CC(=O)N(C)CC(=O)Nc1ccccc1C(F)(F)F)C2=O (configuration not stated)	-14	-2	1	2.4	-20	-0.4	-2.3	7	2	3
Cc1cc(C)cc(-n2c(SC(C)C(=O)NCc3ccc4c(c3)OCO4)nc3ccccc3c2=O)c1 (configuration not stated)	11	0	-12	2.4	-14	-0.3	·	-1	8	8
COc1ccc(CCNC(=O)C2CCCN(Cc3nc(-c4cccc(Cl)c4)oc3C)C2)cc1OC (configuration not stated)	-11	-2	-2	1.2	17	-0.3	-0.8	-1	-2	14
CC1(C)C(=O)N(CCN2CCC(C(=O)c3ccc(F)cc3)CC2)c2ccccc21	-7	1	4	3.9	·	-0.3	0.6	1	·	10
COc1cccc(/C=C2\SC(=O)NC2=O)c1OCc1ccc(C(=O)O)cc1	-2	3	-9	3.1	11	0.0	·	1	2	19
Cc1cc(=O)nc2c3ccccc3n(C(C)C(=O)NCCN3CCOCC3)n12 (configuration not stated)	2	13	3	1.6	14	-0.3	-0.4	4	-3	4
CCN(C(=O)c1cc2cc3ccc(C)cc3nc2o1)c1ccc(OC)cc1	-6	1	-4	1.7	3	0.1	-1.2	-4	3	19
CC(=O)n1c(C=Nc2ccc(Cl)cc2)c(O)c2ccccc21	-5	+	6	1.6	14	0.5	0.1	19	7	22
CCN(CC)CCCNc1cc(C)c(C#N)c2nc3ccccc3n12	·	2	·	·	·	i	-0.4	116*	·	14
Cc1cc(CNC(=O)COc2ccc(F)cc2Cl)cc(C)c1O	-1	2	-15	1.2	-18	-0.1	0.6	1	3	10
COc1ccc(SCCN2CCN(CC(C)C)CCC2=O)cc1	-1	-6	3	0.2	22	i	1.7	5	·	7
Cc1noc(C)c1C(=O)Nc1nc2ccc(F)cc2s1	-8	3	-9	3.1	·	-0.4	-1.9	4	·	7
Cc1ccccc1OCC(=O)OCC(=O)NCc1ccco1	4	2	4	0.6	·	i	-0.4	0	·	3
O=C(COC(=O)C1CCC1)NCc1ccc(F)cc1	-9	6	-4	-0.2	·	-0.5	-0.8	1	·	-2
NC(=O)c1cc(N)ccc1N1CCCC1	11	-3	-6	3.5	-1	1.2	-2.8	-1	0	14
COC(=O)c1sc2ccccc2c1N	-14	2	1	·	15	-0.1	-0.1	79*	2	1

These rows are one share of the data; rates above refer to the full screens.
